# BLM inh: blocks DNA unwinding by human BLM helicase; P54132; recombinant BLM DNA unwinding, fluorescence dequenching; Potency, µM (series often up to 56.1 µM), without a hit: at the top dose activity change, negative = inhibition, usual class: inhibitors; 350,000 compounds, 0.2% hits; AID 2528;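 note: potency is the fitted concentration of half-maximal effect; plate controls were vehicle for no effect and no enzyme for full effect; nearly all actives have a fitted effect of over 35% in size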
# TRHR ag: TRH receptor (human) agonism; P34981; TRHR cells, calcium flux fluo-8, FDSS agonist mode; activation, % at 2 µM; 360,000 compounds, 0.18% hits; AID 493084; in the data active = activation above about 30%; note: 0% is about no effect
#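 Fluo-8-loaded TRHR cells; 10 s baseline, compound added, kinetic Ca2+ fluorescence read 1/s, agonist mode.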
# APEX1 inh: inhibitors of human APE1 endonuclease | AID 2517 | P27695 | 350,000 compounds, 0.35% hits | recombinant APE1, TAMRA/BHQ-2 abasic DNA cleavage fluorescence | Potency, µM (highest dose often 65.8 µM), for inactives: top-dose activity change, negative = inhibition, hits mostly inhibitors;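 note: potency is the fitted concentration of half-maximal effect; plate controls were vehicle for no effect and reference inhibitor for full effect; nearly all actives have a fitted effect of over 55% in size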
#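 Incision of a quenched TAMRA/BHQ-2 THF abasic-site duplex (50 nM) by 0.75 nM APE1, after 15 min compound preincubation, measured as fluorescence increase over three 60 s reads. Values normalized to buffer, DMSO and NSC13755 control wells.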
# Pol kappa inh: inhibitors of human DNA polymerase kappa | Q9UBT6 | purified Pol kappa, fluorescent DNA synthesis assay, 10 min | Potency, µM (highest dose often 107 µM), without a hit: at the top dose activity, negative = inhibition, usual class: inhibitors | 400,000 compounds, 0.53% hits | AID 588579; note: potency is the fitted concentration of half-maximal effect; % is set by controls: 0 for no effect and ±100 for the full control effect
#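 Here, compound and 10 nM enzyme are combined for 15 min at room temperature; adding 50 nM substrate (final) starts DNA synthesis, tracked by fluorescence at 0 and 10 min against buffer-only wells.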
# Anesthetic bind: binds horse apoferritin like a general anesthetic; P02791; Potency, µM (titrated, usually from 77.5 µM), without a hit: top-dose activity change, negative = displacement, hits mostly inhibitors; apoferritin/1-aminoanthracene competitive binding, fluorescence; 350,000 compounds, 0.074% hits; note: potency is the fitted concentration of half-maximal effect; % is set by controls: 0 for no effect and ±100 for the full control effect; nearly all actives have a fitted effect of over 20% in size
#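 Probe: 1-aminoanthracene (50% saturated, PBS). Protein: horse-spleen apoferritin, 10 uM. Incubation: 10 min, room temperature. Detection: 380 nm excitation, 535 nm emission. Analysis: normalized response, four-parameter Hill.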
# POLI inh: DNA polymerase iota (human) inhibition. Q9UNA4. Pol iota fluorescent replication assay, 10 min. Potency, µM (titrated, usually from 115 µM), for the others: top-dose activity, negative = inhibition, hits mostly inhibitors. 390,000 compounds, 1% hits. AID 588590; note: potency is the fitted concentration of half-maximal effect
#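 Fluorescent replication assay read twice, at 0 min and 10 min after adding 50 nM (final) substrate. Enzyme (10 nM) and compounds were first incubated 15 min at room temperature; enzyme-free buffer wells were negative controls.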
# ERG-DNA inh: blocks human ERG Ets domain binding to DNA | P11308 | fluorescence polarization, His-ERG Ets domain / labelled DNA | Potency, µM (top dose mostly 76.9 µM), for the others: top-dose FP activity, negative = inhibition, actives largely listed as inhibitors | 370,000 compounds, 0.028% hits; active = well fitted inhibition curve with a large enough effect in the polarisation, with a control signal flat; inconclusive = small, poorly fitted or top-dose-only effect, or effect the other way, or a change in a side signal; inactive = no such curve, though single readings can be large or run the other way; the % refers to the polarisation;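 note: polarization taken with two DNA probes labelled with fluorescein and Texas red; potency is the fitted concentration of half-maximal effect; % of control where 0% means no effect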
#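 His-tagged ERG Ets domain (1 uM in the protein solution; 300mM KCl, 50mM Tris-HCl, 1mM EDTA, 1mM DTT, pH 7.5) received compound, then a probe mix of 5 nM fluorescein-DNA and 100nM Texas-615-DNA. Fluorescence polarization was read for both dyes.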
# ALOX12 inh: blocks human arachidonate 12S-lipoxygenase; P18054; purified 12hLO, xylenol orange hydroperoxide absorbance; Potency, µM (highest dose often 108 µM), for inactives: at the top dose activity change, negative = inhibition, actives largely listed as inhibitors; 580,000 compounds, 1.1% hits; AID 1671190; note: potency is the fitted concentration of half-maximal effect; % is set by controls: 0 for no effect and ±100 for the full control effect
#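 Hydroperoxide product was detected by ferrous iron/xylenol orange as the 573 to 405 nm absorbance ratio. Arachidonic acid at 40 uM (final) was turned over for 30 min at room temperature by 150 nM human 12hLO, pH 7.0 Hepes buffer, after 15 min compound preincubation.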
# Pol beta inh: DNA polymerase beta (human) inhibition; P06746; Pol beta primer extension/strand displacement, fluorescence kinetic; Potency, µM (highest dose often 114 µM), without a hit: at the top dose activity change, negative = inhibition, actives largely listed as inhibitors; 340,000 compounds, 1.3% hits; note: potency is the fitted concentration of half-maximal effect; % is set by controls: 0 for no effect and ±100 for the full control effect
#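 Pol beta (10 nM) and compounds were preincubated 15 min at room temperature, then 50 nM substrate (final) started primer extension/strand displacement. Reads were taken at 0 and 10 min; concentration-response data were fitted to a four-parameter Hill equation.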
# * marks the source's active call; other numbers are inactive results; i = inactive; u = inconclusive; x = not tested or not shown; & = joins results of further samples; [ ] = remark or other dose. Unless noted, calls come from the whole dose curve; as a rule, active = well fitted curve in the direction sought with a large enough effect; inconclusive = small, poorly fitted or top-dose-only effect, or another doubt; inactive = no such curve, though single readings can be large; an effect the other way counts as inactive or inconclusive.
SMILES,BLM inh,TRHR ag,APEX1 inh,Pol kappa inh,Anesthetic bind,POLI inh,ERG-DNA inh,ALOX12 inh,Pol beta inh
O=C(Cn1c(NCCO)nc2ccccc21)N1CCN(Cc2ccccc2)CC1,-1%,0.4,0%,-3%,0%,150%[activator],-1%,-4%,2%
CC(C)(C)c1ccc(C(=O)Nc2nnc(C3=COCCO3)o2)cc1,-5%,-0.9,-14%,-14%,-10%,25%,8%,102%[activator],0%
CCN(CC)Cc1c(O)ccc2cc(-c3nc4ccccc4n3C)c(=O)oc12,2%,-0.5,8%,-4%,x,163%[activator],-11%,0%,-2%
Cc1cccc(C)c1NC(=O)COC(=O)c1cccnc1,-3%,1.4,7%,-9%,-11%,19%,-25%,-29%,12%
Cn1c(-c2ccccc2)n[nH]c1=S,-4%,0.7,8%,-4%,-6%,86%[activator],-16%,u,1%
CC1CCN(CCCCOc2ccc(Cl)cc2)CC1,6%,1.0,10%,0%,-6%,27%,-4%,x,1%
Cc1cnc(C(=O)OCc2ccc(Br)cc2F)cn1,-5%,-0.2,22%,0%,-9%,64%[activator],0%,-18%,32%
COc1ccc(-c2cc(C(=O)N3CCCCC3)no2)cc1OC,-1%,-0.1,-1%,-2%,-13%,22%,-2%,9%,2%
CN1C[C@@H]2[C@@H]3C(=O)N(C)C(=O)[C@@H]3[C@](C)(C1=O)N2C(=O)c1ccc(Cl)cc1,x,x,x,-5%,x,-22%,4%,-5%,x
Cc1ccc(-c2nn(-c3ccc(F)cc3F)c3c2cnc2c(F)cccc23)cc1,-1%,0.7,x,-12%[60.1 µM],42%[activator],-3%,-6%,0%,-1%

# Full records, quoted from the list:
# Shown for Cc1cccc(C)c1NC(=O)COC(=O)c1cccnc1 : BLM inh: -3%; TRHR ag: 1.4; APEX1 inh: 7%; Pol kappa inh: -9%; Anesthetic bind: -11%; POLI inh: 19%; ERG-DNA inh: -25%; ALOX12 inh: -29%; Pol beta inh: 12%
# Shown for Cn1c(-c2ccccc2)n[nH]c1=S : BLM inh: -4%; TRHR ag: 0.7; APEX1 inh: 8%; Pol kappa inh: -4%; Anesthetic bind: -6%; POLI inh: 86%[activator]; ERG-DNA inh: -16%; ALOX12 inh: u; Pol beta inh: 1%

# The results go on:
SMILES,BLM inh,TRHR ag,APEX1 inh,Pol kappa inh,Anesthetic bind,POLI inh,ERG-DNA inh,ALOX12 inh,Pol beta inh
O=C(N/N=C/c1ccc([N+](=O)[O-])s1)c1ccncc1,-3%,0.7,-1%,-18%,-2%,u,23%,x,-1%[57.1 µM]
Cc1cc(C)cc(NC2=C(c3ccccc3)C(=O)c3ccccc32)c1,-12%,-1.3,x,-3%,-19%,11%,8%,u,-18%
O=S(=O)(Nc1ncnc2sc3c(c12)CCC3)c1ccc2ccccc2c1,0%,-0.3,3%,-12%,-20%,-14%,5%,u,u
COc1cccc(CNCc2cccnc2)c1OCc1ccccc1,2%,0.1,0%,-2%,-4%,58%[activator],-4%,-7%,18%
CC(C)NC(=O)COc1ncnc2sccc12,-2%,0.9,-1%,-8%,-16%,6%[58.9 µM],5%,21%,31%
CC(C(=O)Nc1nncs1)N1C(=O)C2C3C=CC(C3)C2C1=O (configuration not stated),1%,0.1,3%,3%,-6%,2%,3%,2%,-14%
CC(C)Oc1ccc(CC2CC(=O)NC2=O)cc1 (configuration not stated),1%,0.1,21%,-2%,-11%,7%,6%,0%,12%
CCOC(=O)Cc1csc(NC(=O)c2ccc(S(=O)(=O)N(CCOC)CCOC)cc2)n1,2%,-0.2,-6%,-12%,-10%,10%,0%,-9%,-4%
CCCCCSc1nc2c(c(=O)[nH]c(=O)n2C)n1C,3%,-0.9,0%,-22%,-2%,-7%,-7%,12%&34%,6%
O=C(Nc1ccc2c(c1)OCO2)N1CCN(c2ccc(F)cc2)CC1,3%,0.1,0%,-13%,-5%,-26%,5%,-21%,6%
CCc1ccnc(NC(=O)Nc2ccc(OCc3ccccc3)cc2)c1,-3%,1.8,62%[activator],0%,8%,99%[activator],u,x,-3%
Cc1ccc(C(=O)Cn2nnc3ccccc32)cc1[N+](=O)[O-],-1%,-0.3,0%,-18%,-5%,8%,-7%,u,13%
CC(Oc1ccccc1)C(=O)N=C1SC2CS(=O)(=O)CC2N1Cc1ccc(F)cc1 (configuration not stated),-4%,-0.1,14%,-3%,-15%,20%,2%,18%,0%
COc1ccc(Cl)cc1C(=O)CSc1nnnn1C1CCCC1,-10%,-0.5,1%,-11%,u,17%,-7%,-17%,18%
CS(=O)(=O)c1ccc(Cl)c(NC(=O)COC(=O)CCCN2C(=O)c3cccc4cccc(c34)C2=O)c1,x,-0.1,-12%,-5%,x,34%[activator],-1%,-22%,x
O=C(Nc1cccnc1)c1ccc(-c2ccc(Cl)cc2)o1,3%,-1.3,-7%,-4%,-21%,3%,-8%,-5%,u
O=C(O)c1ccn(CSc2cc(Cl)ccc2Cl)n1,x,0.2,-5%,-5%,x,33%,17%,u,x
CC[C@H](C)[C@H](NC(=O)[C@H](CC(C)C)NC(=O)[C@@H](N)CO)C(=O)NCC(=O)N[C@@H](CCCN=C(N)N)C(=O)N[C@@H](CC(C)C)C(=O)O,0%,x,-2%,15%[60.1 µM],4%,x,x,x,x
C/C(=N\N=C1\NC(=O)C(CC(=O)Nc2ccccc2F)S1)C1CCCCC1 (configuration not stated),-4%,0.1,-8%,-2%,u,8%,-2%,i,u
O=C(Cc1ccccc1)NCCc1c[nH]c2ccccc12,-2%,-0.2,-10%,-12%,0%,129%[activator],6%,26%&-46%,29%
Cc1cc(/C=N/n2cnnc2)c(O)c([N+](=O)[O-])c1,2%,-1.5,5%,-13%,6%,8%,-7%,-11%,5%
Cn1nnc(NC(=S)NC(=O)c2cc3ccccc3o2)n1,-3%,-0.3,-1%,-14%,0%,17%,5%,2.5µM*,-6%
OC(CNC1Cc2ccccc2C1)c1ccccc1 (configuration not stated),-3%,0.3,-33%,-1%,-4%,49%[activator],-11%,x,11%
CCOC(=O)c1cnc2c(OC)cccc2c1N1CCN(c2ccccn2)CC1,-7%,-0.5,1%,-19%,-20%,153%[activator],3%,-9%,-1%
COc1ccc(C2CC(c3ccc(Br)cc3)=NN2C(=O)CSC2=NCCS2)cc1 (configuration not stated),-9%,0.5,2%,-9%,24%,-18%,-4%,-15%,-20%
O=C(CNC(=O)C1COc2ccccc2O1)Nc1cc(Cl)ccc1Cl (configuration not stated),x,-0.8,-11%,-10%,x,-2%,1%,-1%,x
O=C(NCc1ccco1)c1ccc2c(c1)CCO2,3%,-1.3,-1%,-2%,29%,-18%,-1%,-46%,13%
CSc1nc(=O)c2c(n1C)NC(=O)CC2c1ccccc1OC(C)C (configuration not stated),-2%,-0.2,x,11%,5%,14%,-1%,-17%,24%
Cc1oc2ncn(C)c(=O)c2c1C(=O)Nc1ccc(F)cc1,-6%,0.8,x,-7%,-6%,49%[activator],-3%,-4%,3%
CC(C)N(CCn1c(SCC(=O)N2CC(=O)Nc3ccccc32)nc2ccccc2c1=O)C(C)C,25%,0.9,2%,3%,-20%,77%[activator],-1%,-19%,-21%
CC(=O)c1cccc(NC(=S)NNC(=O)c2ccc(C)c([N+](=O)[O-])c2)c1,-4%,-0.1,-1%,-15%,u,-13%,12%,-16%,1%
O=C(Nc1ccc(F)c(F)c1)NC1CCCCC1,0%,1.3,18%,1%,3%,17%,-2%,0%,-1%
COc1ccc(CCNC(=O)C2=C(C)C(=O)OC23CCCCC3)c(OC)c1OC,-4%,0.4,x,-15%,-1%,0%,-5%,1%,32%
CCC1C(=O)N(c2nc(C)cc(C)n2)N=C1C (configuration not stated),1%,0.1,4%,-23%,-8%,5%,2%,26%,22%
Cc1ccc(-n2ncc3c(=O)n(Cc4ccccn4)cnc32)cc1C,-3%,-0.9,17%,-2%,-8%,10%,1%,0%,8%
Cc1nc2ccccn2c1C(=O)C(=O)Nc1cc(F)ccc1F,-9%,-1.4,2%,2%,-11%,162%[activator],3%,-1%,-1%
CCOC(=O)c1c(C)[nH]c(C(=O)COC(=O)/C=C/c2ccc(O)c(OC)c2)c1C,0%,-0.8,4%,-15%,8%,15%,-10%,9%,5%
FC(F)(F)C1CCCN(c2nsc3ccccc23)C1 (configuration not stated),-2%,0.3,1%,0%,0%,u,-14%,x,15%
COc1cc(/C=C(\C#N)c2nnc(N3CCOCC3)n2-c2ccccc2)ccc1O,1%,0.6,0%,-10%,-12%,-5%,-2%,-22%,20%[57.1 µM]
CCN(CC)CCn1c(/N=C/c2cc(Br)ccc2O)nc2ccccc21,-3%,0.1,2%,-14%,-4%,-4%,-1%,-24%,4%
CCOc1ccccc1OCC(=O)Nc1ccc(N2CCCCC2)cc1,-3%,-1.5,2%,-12%,-22%,9%,x,-8%,1%
Cc1ccc2nc(Br)c3c(c2c1)OC(CBr)C3 (configuration not stated),-2%,0.0,26%,-6%,u,-19%,4%,u,13%
COc1ccc(OC)c(NC(=O)CSc2nnc(NC(=O)c3ccco3)s2)c1,0%,0.0,21%,-19%,-1%,11%,-8%,-7%,2%
Cc1nnsc1C(=O)Nc1cc(Cl)ccc1Cl,0%,0.0,12%,-3%,-15%,0%,4%,0%,-1%
CCOC(=O)CN(C(=O)CNC(=O)c1cccs1)C(C(=O)NC1CCCC1)c1ccncc1 (configuration not stated),-3%,0.8,4%,-9%,-6%,27%,6%,u,-10%
CN1C(=O)Cc2cc(S(=O)(=O)CCC(=O)Nc3cccc(C(F)(F)F)c3)ccc21,0%,0.2,x,-10%,3%,-13%,4%,-6%,32%
CCOc1ccc(S(=O)(=O)/N=C(\N)c2ccccc2)cc1,-6%,-0.6,-5%,-11%,-1%,u,27%,-1%,1%

# Source: PubChem

# The list is partial; rates above refer to the full screens.
